Bioassay records from PubChem.
zVAD death inh: blocks zVAD induced death of L929 cells | L929 zVAD necroptosis rescue, ATP luminescence, 24 h; with zVAD 60 µM | viability rescue, % at 10 µM | 220,000 tested, 0.38% active | AID 1377;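 active = activation, scaled between plate controls, above about 75%, limit read from the data; inactive = activation under that limit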;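 also: 0% = zVAD with DMSO and 100% = DMSO alone without zVAD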
Rad51 HR inh: blocks human Rad51 in homologous recombination | hRad51 DNA strand exchange, fluorescence dequenching | 200,000 tested, 0.085% active | inhibition, % at 10 µM;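 active = inhibition above 40% at the single screening dose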;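 also: 0% = DMSO control wells and 100% = blanks with heterologous ssDNA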
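Material: Human Rad51 nucleoprotein filaments preassembled on unlabelled ssDNA | Also added: Labelled 47-mer dsDNA for strand exchange | Dosing: Single dose, 10 µM final compound | Schedule: 30-min compound preincubation and 15-min exchange, both room temperature | Technique: Fluorescence dequenching at 485/520 nm | Measure: Percent inhibition relative to plate controls and blanks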
Calpain2 inh: inhibitors of pig calpain II; purified calpain II, fluorogenic peptide substrate, 30 min; inhibition, % at 16 µM; 220,000 tested, 0.37% active;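 active = inhibition above about 50%, limit read from the data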
PERK inhibitor: inhibitors of human PERK kinase; Q9NZJ5; CHO PERK-DD fusion, SEAP luminescence translation reporter; inhibition, % at 5.6 µM; 220,000 tested, 0.17% active; AID 1416;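 active = inhibition above the mean inhibition of all tested compounds plus 3 SD, set separately per screening campaign, cut at about 2.9% in these data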;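 also: PERK kinase domain activated by AP20187 dimerizer at 100 nM; 0% = DMSO with dimerizer and 100% = rapamycin at 8.4 µM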
EBV gp42 block: inhibitors of Epstein-Barr virus glycoprotein 42 | Q1HVG2 | Fluorescence polarization binding assay, mP read-out | inhibition, % (tested at 21.74 µM) | 220,000 tested, 0.42% active | AID 1085; in the data active = inhibition above about 50%
Cl transport mod: modulates chloride dependent transport by human KCC2; 190,000 tested, 2.2% active; AID 1456; B-score of Tl+ flux slope (higher = more flux/activation; lower = inhibition) at 10 µM; KCC2 cells, thallium flux FluoZin-2 fluorescence;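 active = thallium flux slope and its plate-corrected score both differing from the plate sample mean at a set confidence after two filtering rounds, in either direction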;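 also: slope of fluorescence scaled to starting intensity during 10 to 20 s after thallium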
MDM2 E3 inh: Mdm2 E3 ligase (human) inhibition; 210,000 tested, 0.11% active; cell-based MDM2 ubiquitination luciferase reporter, 2 h; 0 = plate control, 100 = twice control, blank-subtracted; AID 1230; Q00987; signal enhancement, % at 5 µM;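 active = signal enhancement of 30% or more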;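 also: luminescence tracks abundance of the self-degrading MDM2-luciferase fusion protein; higher signal means inhibition of MDM2 E3 ligase activity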
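Test system: stable mammalian line carrying autodegrading MDM2–luciferase fusion reporter; quantity: 2000 cells in each well; times: 4 h cell settling then 2 h compound exposure, 37 °C; detection: luminescence with SteadyLite reagent, 15 min at room temperature; evaluation: percent signal gain over controls, blank-subtracted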
eIF4E-4G inh: eIF4E/eIF4G interaction inhibition in translation initiation; TR-FRET eIF4E-eIF4GI(517-606) binding, 2 h; inhibition, % at 21.7 µM; 220,000 tested, 0.37% active; P63073+Q04637;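 active = inhibition above about 30%, limit read from the data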;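 also: 0% = full FRET control wells and 100% = background wells lacking eIF4GI fragment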
TNF necrop inh: blocks TNF-alpha induced death of Jurkat FADD-/- cells | activation (protection from cell death), % at 10 µM | Jurkat FADD-/- TNF necroptosis rescue, ATP luminescence, 24 h; 0 = TNF only, 100 = no-TNF cells | 220,000 tested, 0.068% active;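 active = activation, meaning protection from cell death, of at least 50% relative to plate controls; inactive = activation below 50%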;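 also: necroptosis triggered by 40 ng/mL TNF-alpha added together with compound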
* = called active by the depositor; i = inactive; x = not tested or not shown; [ ] = another dose, or the depositor's remark.

SMILES | zVAD death inh | Rad51 HR inh | Calpain2 inh | PERK inhibitor | EBV gp42 block | Cl transport mod | MDM2 E3 inh | eIF4E-4G inh | TNF necrop inh
Cc1ccc(C)c(NCC(O)c2ccccc2)c1 (configuration not stated) | 0.6 | 3 | -7 | 1.0 | -18 | 1.3 | -10 | -1 | 1.4
Cn1cccc1CC(=O)NNC(=S)Nc1ccc(Cl)cc1 | 0.6 | 0 | -10 | -0.1 | 3 | 1.2 | 21 | 5 | 2.2
COc1ccc(CCc2nnc(CCC(=O)N(C)Cc3ccnc4ccccc34)o2)cc1 | -0.7 | 6 | -13 | 0.9 | -18 | -0.93 | -8 | 0 | -3.6
CC(C)OCC(O)CCc1n[nH]c(=S)n1-c1ccccc1 (configuration not stated) | 0.9 | 13 | -4 | 0.4 | -12 | 0.014 | -3 | 2 | 1.0
CCN(CC(=O)Nc1ccc(C)c(F)c1)CC(=O)NC(C)(C)C | 1.3 | x | 23 | -0.8 | -3 | -0.5 | -5 | 3 | 0.3
O=C(N/N=C\c1ccccc1)c1ccccc1-n1cccc1 | 3.7 | -57 | 0 | 1.1 | -8 | 0.28 | -11 | 7 | -0.2
O=c1cc(N2CCc3ccccc32)[nH]c(=O)n1-c1ccccc1 | 0.1 | 1 | 24 | 1.2 | 0 | 0.27 | 4 | -1 | -0.1
C=CCN(C(=O)CSc1nc2c(sc3ccccc32)c(=O)n1CCN(CC)CC)c1ccccc1 | -0.8 | x | 12 | 1.2 | -1 | -0.51 | -25 | 3 | 2.8
COc1ccc(C(=O)Nc2ccc(S(=O)(=O)Nc3onc(C)c3C)cc2)c(OC)c1 | 4.9 | 10 | 21 | -0.3 | -7 | 0.27 | -6 | -2 | 0.0
COc1ccc2[nH]c3c(=O)n(Cc4ccncc4)cnc3c2c1 | 0.4 | 18 | -178 | -1.8 | -1 | 0.51 | -74 | -1 | 2.2
COc1ccc(OC)c(/C=C2\SC(=S)N(Cc3cccnc3)C2=O)c1 | 0.3 | -368 | 22 | -0.7 | 142* | -0.7 | -5 | 2 | -3.8
Cc1cn2c(N)c(C=C3C=C(Cl)C(=O)C(Cl)=C3)c(=O)nc2s1 | 1.2 | i | -3 | -0.1 | -167 | i | -8 | -1 | 1.1
O=C(O)c1cc(N2C(=O)C3CC=CCC3C2=O)ccc1NCc1cccnc1 (configuration not stated) | -0.1 | x | -179 | 1.3 | -15 | -1.4 | -16 | -9 | 1.9
Cc1ccc(NC(=O)CSc2nc3ccccc3c3nc(CCn4cncc4C)nn23)c(C)c1 | -0.3 | 1 | -34 | 0.0 | -62 | 0.71 | -23 | 6[fluorescence artefact?] | -0.7
Cc1ccc(C2CC2C(=O)NNC(=S)Nc2cccc(C)c2)cc1 (configuration not stated) | -0.8 | 0 | -8 | 0.0 | 0 | 1 | -1 | 1[fluorescence artefact?] | -2.8

The closing 2 records of the section above come first, to join the parts:
SMILES | zVAD death inh | Rad51 HR inh | Calpain2 inh | PERK inhibitor | EBV gp42 block | Cl transport mod | MDM2 E3 inh | eIF4E-4G inh | TNF necrop inh
Cc1ccc(NC(=O)CSc2nc3ccccc3c3nc(CCn4cncc4C)nn23)c(C)c1 | -0.3 | 1 | -34 | 0.0 | -62 | 0.71 | -23 | 6[fluorescence artefact?] | -0.7
Cc1ccc(C2CC2C(=O)NNC(=S)Nc2cccc(C)c2)cc1 (configuration not stated) | -0.8 | 0 | -8 | 0.0 | 0 | 1 | -1 | 1[fluorescence artefact?] | -2.8
COC(=O)c1cc(OC)c(OC)cc1NC(=O)c1cc(C(C)(C)C)oc1C | 3.1 | -8 | -91 | -0.1 | -4 | 1.1 | -4 | 2 | 0.2
CCn1c(-c2ccc3ncccc3c2)n[nH]c1=S | 0.3 | -4 | 20 | 1.3 | -5 | x | -10 | 14 | -3.2
Cc1nc2ccccc2n1C1CCN(CC(=O)NCc2ccc(F)cc2)CC1 | -0.1 | -1 | -17 | -0.3 | -13 | x | -22 | -1 | -0.6
CCC(Sc1ncccc1C(=O)O)C(=O)N1CCOCC1 (configuration not stated) | -0.2 | -7 | -18 | 1.7 | -5 | 0.96 | -9 | -4 | 0.2
O=S(=O)(c1ccc(F)cc1)N1CCN=C1SCc1cccnc1 | 0.1 | 2 | 0 | 0.2 | 1 | 0.99 | 8 | 0 | 0.3
CN(C1CCCCC1)S(=O)(=O)c1ccc(S(=O)(=O)N2CCN(C(=O)c3ccccc3F)CC2)cc1 | 0.0 | -1 | -15 | -1.0 | 0 | -2.1 | -3 | 4[fluorescence artefact?] | 1.9
CC(=O)c1csc(Nc2ccccc2Cl)n1 | 0.9 | 2 | -6 | 2.2 | -13 | 0.49 | -15 | 0 | 7.8
Cc1ccccc1N(C(=O)c1csnn1)C(C(=O)NC(C)(C)C)c1ccncc1 (configuration not stated) | 2.6 | 8 | -5 | 0.5 | -9 | 0.57 | 4 | -1 | 0.7
CSc1ccc(Cn2nnc(C(=O)NCc3ccccc3)c2N)cc1 | 0.6 | -3 | -47 | 0.3 | 4 | -0.13 | -3 | 1[fluorescence artefact?] | -0.5
CCCOC(=O)Nc1nc(-c2ccc(C)cc2)c(C)s1 | 1.8 | -3 | 14 | 0.5 | -2 | -0.035 | -15 | -2 | 6.5
O=C([C@H](Cc1ccc(O)cc1)n1cc(CCO)nn1)N1CCNCC1 | -0.2 | 11 | 9 | 1.9 | -7 | 0.24 | x | -2 | 0.4
COc1ccccc1CNC(=O)c1cccc(N(C)C)c1 | -0.7 | 2 | -35 | -0.7 | -9 | -0.69 | -14 | -1 | 0.7
CC1CCC2C(=O)N(c3ccc(Cc4ccncc4)cc3)C(=O)C2C1 (configuration not stated) | -0.1 | x | 45 | 1.0 | -12 | 0.39 | -11 | 0 | -1.0
CC1CCN(S(=O)(=O)c2ccc3c(c2)oc(=O)n3CC(=O)N2CCc3ccccc3C2)CC1 | 0.4 | 10 | -31 | 0.6 | -5 | x | -7 | 0 | -0.2
CC(C)N(CCc1ccncc1)C(=S)Nc1ccc(F)c(Cl)c1 | -0.1 | x | -21 | 2.2 | 1 | -0.59 | -25 | -3 | 0.8
Cc1ccccc1NC(=O)c1ccc(CSc2ncccn2)cc1 | 0.5 | 3 | -1 | -0.2 | 3 | x | -9 | 16 | -3.9
N#Cc1cnn2c1nc(N1CCOCC1)c1ccccc12 | 1.1 | -1 | -50 | 0.8 | -5 | x | -13 | 3 | -0.9
CCCn1c(O)c(/C=C2\C=NN=C2c2ccccc2)sc1=S | -0.5 | 0 | -2 | 1.0 | -15 | 0.45 | -4 | -1 | 29
O=C(N1CCOCC1)N1CCN(c2nc(-c3ccc(F)cc3)cs2)CC1 | 0.0 | 1 | -10 | -0.4 | -20 | -2.3 | -9 | 9 | -6.2
Cc1cccc(N2C(=O)SC(SC(=Nc3ccccc3)Nc3ccccc3)C2=O)c1 (configuration not stated) | 0.6 | 4 | -11 | 0.2 | -1 | 0.75 | -4 | 8 | 1.0
O=C1[C@@H]2C(Cc3ccc(O)cc3)NC3(C(=O)Nc4ccc(F)cc43)[C@@H]2C(=O)N1c1ccc(F)cc1 (some centres not stated) | -0.4 | 4 | 1 | -0.2 | -13 | x | -17 | 0 | 0.0
O=C(c1ccccc1-c1nc(-c2ccccc2Cl)no1)N1CCOCC1 | -0.4 | 15 | -5 | 1.2 | -6 | -1.8 | -17 | -4 | -1.1
COc1ccccc1OCC(O)CN1C(=O)NC(C)(C)C1=O (configuration not stated) | 0.5 | 1 | 4 | x | -2 | -0.29 | -17 | -4 | 0.5
CCC(C)(C)n1nnnc1C(c1cc2ccc(OC)cc2[nH]c1=O)N1CCCCC1 (configuration not stated) | 1.3 | 6 | 11 | -0.9 | -6 | -0.12 | -11 | 3[fluorescence artefact?] | 2.0
O=C(NC1Cc2ccccc2C1)c1cc(COc2ccc(F)cc2Cl)on1 | 0.9 | x | 17 | 0.7 | -10 | x | -14 | 0 | 0.7
O=C(CSc1ccc(-c2ccccc2)nn1)N1CCOCC1 | -0.2 | 7 | 4 | 1.1 | -17 | 0.58 | 10 | 0 | -1.0
O=C(Cc1cccs1)NCC1CCCO1 (configuration not stated) | 1.2 | 1 | -42 | 0.9 | -14 | -0.0091 | -3 | 2 | 0.2
COC(=O)CC/C(O)=C1\C(=O)CC(C)(C)CC1=Nc1ccccc1OC | -0.1 | -10 | 22 | -1.2 | -5 | x | -3 | 8 | -0.4
COc1ccc(N2CC(C(=O)Nc3cccc(C)n3)CC2=O)cc1 (configuration not stated) | 3.0 | -2 | -37 | 0.1 | -14 | 0.0054 | -1 | 1 | -0.1
O=C(CN1C(=O)NC2(CCCCCCC2)C1=O)NC(=O)NCc1ccco1 | 0.9 | 3 | -3 | -1.0 | -24 | 0.4 | 1 | 0 | -4.6
Cc1ccc(-n2nc3c([n+]2[O-])CCc2nonc2-3)cc1 | 1.9 | 11 | 13 | 0.8 | -17 | -1 | -15 | 1 | 1.6
Brc1ccc(C2NCCS2)cc1 (configuration not stated) | 4.2 | 0 | -25 | 1.3 | -28 | -0.59 | -19 | 4 | 1.7
C1=CC2CC1CC2CNCc1ccco1 (configuration not stated) | 0.1 | 3 | -24 | 0.7 | 0 | x | -4 | 0 | 1.1
COc1ccc(C2/C=C\CN(C(=O)c3ccc(C)cc3)[C@H](Cc3ccccc3)C(=O)N2Cc2ccc(F)cc2)cc1 (some centres not stated) | 1.2 | -1 | -37 | x | -3 | 0.98 | 18 | -4 | -0.1
c1ccc(COC(CN2CCCCCC2)CN2CCCCCC2)cc1 | -1.3 | x | -8 | 0.6 | -25 | 0.67 | -20 | -2 | 1.4
O=C(CC(=O)NN=C1CCCCCC1)NCc1cccnc1 | 0.1 | -49 | 11 | 0.0 | 0 | -1 | -11 | -3 | 1.7
O=C(NC1CCCCC1)N(Cc1nc2ccccc2c(=O)[nH]1)C1CCCCC1 | 0.1 | -5 | -7 | -1.2 | -14 | -0.32 | -2 | 24[fluorescence artefact?] | -0.5
Cc1cccc(C)c1N/C=C/c1onc(C)c1[N+](=O)[O-] | 0.4 | -5 | 13 | 1.4 | -11 | 1.2 | 4 | -5 | -0.1

Molecules shown so far that contain a Cl atom (six):
SMILES | zVAD death inh | Rad51 HR inh | Calpain2 inh | PERK inhibitor | EBV gp42 block | Cl transport mod | MDM2 E3 inh | eIF4E-4G inh | TNF necrop inh
Cn1cccc1CC(=O)NNC(=S)Nc1ccc(Cl)cc1 | 0.6 | 0 | -10 | -0.1 | 3 | 1.2 | 21 | 5 | 2.2
Cc1cn2c(N)c(C=C3C=C(Cl)C(=O)C(Cl)=C3)c(=O)nc2s1 | 1.2 | i | -3 | -0.1 | -167 | i | -8 | -1 | 1.1
CC(=O)c1csc(Nc2ccccc2Cl)n1 | 0.9 | 2 | -6 | 2.2 | -13 | 0.49 | -15 | 0 | 7.8
CC(C)N(CCc1ccncc1)C(=S)Nc1ccc(F)c(Cl)c1 | -0.1 | x | -21 | 2.2 | 1 | -0.59 | -25 | -3 | 0.8
O=C(c1ccccc1-c1nc(-c2ccccc2Cl)no1)N1CCOCC1 | -0.4 | 15 | -5 | 1.2 | -6 | -1.8 | -17 | -4 | -1.1
O=C(NC1Cc2ccccc2C1)c1cc(COc2ccc(F)cc2Cl)on1 | 0.9 | x | 17 | 0.7 | -10 | x | -14 | 0 | 0.7
